SSB-PriA inh – K. pneumoniae PriA-SSBct interaction inhibition; AlphaScreen SSBct-PriA binding, biotinylated peptide; inhibition, % at 33 µM; hit rate 0.6% among 430,000; in the data active = inhibition mostly above about 37%, no sharp cut-off; inactive = mostly below about 20%;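 note: plate controls were negative control peptide for no effect and reference peptide for full effect; strong numbers were not always called active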
Rv3671c protease – inhibitors of M. tuberculosis serine protease Rv3671c; inhibition, % at 5.96 µM; AID 2606; hit rate 0.048% among 320,000; P9WHR9; in the data active = inhibition above about 38%;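 note: extracellular domain of Rv3671c used as enzyme; 0% = enzyme with DMSO and 100% = no enzyme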
Target sequence (P9WHR9 whole entry, looked up, the tested form may be a part): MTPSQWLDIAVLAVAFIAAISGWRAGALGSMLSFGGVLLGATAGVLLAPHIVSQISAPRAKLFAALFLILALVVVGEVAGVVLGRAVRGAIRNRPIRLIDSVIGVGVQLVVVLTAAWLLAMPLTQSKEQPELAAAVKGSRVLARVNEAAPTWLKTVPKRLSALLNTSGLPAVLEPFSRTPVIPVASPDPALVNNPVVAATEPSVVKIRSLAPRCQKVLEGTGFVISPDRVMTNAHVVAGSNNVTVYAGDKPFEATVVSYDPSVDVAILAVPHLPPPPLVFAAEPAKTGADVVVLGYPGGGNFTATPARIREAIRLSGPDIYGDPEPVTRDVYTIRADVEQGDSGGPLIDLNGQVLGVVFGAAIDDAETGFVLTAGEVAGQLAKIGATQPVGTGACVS
BoNT F protease – inhibitors of Botulinum neurotoxin F light chain protease; Multiplex microsphere protease cleavage assay, flow cytometry; inhibition, % at 10 µM; hit rate 0.22% among 360,000; AID 588497; in the data active = inhibition above about 35%, passing the limit was not always enough; inconclusive = no clear call, values can overlap the other calls; note: plate controls were buffer without enzyme for full effect and enzyme alone for no effect
BoNT-A LC inh2 – blocks Botulinum neurotoxin A light chain protease; multiplex microsphere protease substrate cleavage, flow cytometry; hit rate 0.17% among 360,000; inhibition, % at 10 µM; note: plate controls were buffer without enzyme for full effect and enzyme alone for no effect
SARS 3CLpro inh – SARS-CoV 3CLpro protease inhibition; recombinant SARS-CoV 3CLpro, quenched FRET peptide cleavage; inhibition, % at 6 µM; hit rate 0.14% among 290,000; AID 1706; in the data active = inhibition above about 12%
PrPC TRFRET – cell surface PrPC inhibition, primary TR-FRET screen | P04156 | TR-FRET read-out | inhibition, % at 13.8 µM | hit rate 0.43% among 370,000 | AID 720596; in the data active = inhibition above about 24%; note: 0% = median of the test wells and 100% = reference compound wells
VHR inh abs – inhibitors of human VHR1 phosphatase (DUSP3) | P51452 | recombinant VHR phosphatase, pNPP absorbance | inhibition, % at 13.3 µM | hit rate 0.52% among 290,000 | AID 1654; in the data active = inhibition above about 50%; note: some compounds called inactive have numbers as strong as hits
Target sequence (P51452 whole entry, looked up): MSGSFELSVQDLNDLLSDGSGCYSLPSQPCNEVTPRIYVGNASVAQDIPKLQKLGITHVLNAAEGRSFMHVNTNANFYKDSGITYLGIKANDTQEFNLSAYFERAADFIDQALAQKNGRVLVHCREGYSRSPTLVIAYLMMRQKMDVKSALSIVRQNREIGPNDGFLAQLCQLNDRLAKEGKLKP
MazEF act – increases E. coli MazEF RNase cleavage of RNA; P0AE70; FAM/BHQ RNA-DNA oligo cleavage fluorescence, 5 h; activation, % at 20 µM; hit rate 0.32% among 350,000; in the data active = activation above about 50%
Target sequence (P0AE70 whole entry, looked up): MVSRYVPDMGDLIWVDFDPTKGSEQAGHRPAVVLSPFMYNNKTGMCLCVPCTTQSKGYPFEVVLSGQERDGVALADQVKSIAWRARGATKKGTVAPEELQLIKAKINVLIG
CCHFV vOTU inh – CCHFV vOTU protease inhibition. AID 651958. hit rate 0.55% among 370,000. inhibition, % at 11.5 µM. Pep-AMC fluorescence; in the data active = inhibition above about 30%; note: 0% = vehicle wells with enzyme and 100% = no enzyme wells
Anthrax LF prot – inhibitors of Bacillus anthracis lethal factor protease. P15917. multiplex microsphere protease cleavage assay, LF. inhibition, % at 10 µM. hit rate 0.12% among 360,000. AID 588501; note: plate controls were buffer without enzyme for full effect and enzyme alone for no effect
* marks the source's active call; other numbers are inactive results; ? = inconclusive; . = not tested or not shown; & = joins results of further samples. Cut-off read from the data, not from the text of the source, unless noted: active = inhibition above about 30%; inconclusive = no clear call, values can overlap the other calls; inactive = below that. Not all compounds are listed; rates above refer to the full screens.

#	Structure	SSB-PriA inh	Rv3671c protease	BoNT F protease	BoNT-A LC inh2	SARS 3CLpro inh	PrPC TRFRET	VHR inh abs	MazEF act	CCHFV vOTU inh	Anthrax LF prot
1	CC(C)(C)NC(=O)C(c1ccco1)N(C(=O)Cn1nnc(-c2ccc(F)cc2)n1)c1ccccc1 (centres undefined)	15	-12	.	.	0	6	.	-10	-7	.
2	Cc1ccc(Cn2nnc3c(=O)[nH]c(C4CCN(S(=O)(=O)c5cc(C)ccc5C)CC4)nc32)cc1	11	-26	6	-0.3	6	7	28	-10	11	5
3	CCN(CC)c1ccc(NC(=O)C2=CCN(S(=O)(=O)c3ccc(F)cc3)CC2)c(C)c1	1	-3	-5	-0.6	-1	4	0	18	2	-2
4	Nc1nonc1-c1nc2ccccc2n1Cc1ccccc1	-7	-20	?	2.5	2	16	-1	36	11	5
5	O=Cc1cn(-c2ccccc2)nc1-c1ccncc1	-10	-1	1	0.2	0	2	26	-2	-4	6
6	Cc1ccc(NC(=O)C2CCN(S(=O)(=O)c3ccc4[nH]c(=O)oc4c3)CC2)cc1F	-3	-2	-6	-1.4	-1	-6	23	5	14	2
7	Fc1ccccc1-c1nc2c(s1)CCc1onc(-c3ccc(Br)cc3)c1-2	-11	-3	0	0.0	.	-2	.	1	3	10
8	O=C(CCNS(=O)(=O)c1cccs1)NC1CCN(Cc2ccccc2)CC1	3	-13	-4	-0.9	1	-5	11	7	-16	2
9	CN1CCN(CC#CCC2(O)c3ccccc3-c3ccccc32)CC1	13	-2	-7	-0.8	4	6	13	12	-9	-3
10	Cc1ccc(Cl)cc1N1CCN(C(=O)C2CCN(S(=O)(=O)c3cnc[nH]3)CC2)CC1	-9	0	-23	0.4	-2	4	7	-2	4	1
11	O=C(NC(=S)Nc1ccc(CN2CCOCC2)cc1)c1cccc(F)c1	-5	.	-2	0.4	1	0	17	-2	13	-2
12	CCOC(=O)C(C)N1N=C(/C=C/c2ccc(C)cc2)CCC1=O (centres undefined)	-29	9	4	2.7	3	-4	-4	-7	6	-2
13	CSc1cc(C)nc(N(C)C(C)=O)n1	-11	3	-3	1.7	-6	-6	2	-4	-23	-1
14	CC(C)Oc1ccc(C(=O)NC2CCS(=O)(=O)C2)cc1 (centres undefined)	-6	-5	-1	0.0	-13	0	-9	4	-1	0
15	CN(C)c1cccc(C(=O)NCc2ccc3c(c2)OCO3)c1	-2	2	-1	-4.9	1	1	-23	1	-8	11
16	Cc1cc(NC(=O)CCC(=O)N(c2ccccc2)C(C(=O)NC2CCCC2)c2ccccc2F)no1 (centres undefined)	-4	2	3	0.2	-1	8	-14	4	0	-3
17	CC(C)(C)S(=O)(=O)N1Cc2cc(=O)n(Cc3ccccc3)c(CCO)c2[C@H]1CCO	-3	.	-3	-0.4	.	-6	.	-6	-5	-8
18	NNc1nnnc2c1sc1nc(N3CCOCC3)c3c(c12)CCCC3	-4	1	.	.	6	.	8	7	.	.
19	COc1ccc(N2CCCCn3c2nc2c3c(=O)n(C)c(=O)n2C)cc1	-18	4	-1	-0.4	0	7	28	2	-9	-1
20	O=C(NCCO)/C(=C\c1ccc([N+](=O)[O-])o1)NC(=O)c1ccccc1	-10	-24	5	0.5	-2	-44	21	-34	15	-6

Full records from above. Values in the order: SSB-PriA inh, Rv3671c protease, BoNT F protease, BoNT-A LC inh2, SARS 3CLpro inh, PrPC TRFRET, VHR inh abs, MazEF act, CCHFV vOTU inh, Anthrax LF prot
O=C(NCCO)/C(=C\c1ccc([N+](=O)[O-])o1)NC(=O)c1ccccc1 is listed with -10, -24, 5, 0.5, -2, -44, 21, -34, 15, -6
CCOC(=O)C(C)N1N=C(/C=C/c2ccc(C)cc2)CCC1=O (centres undefined) is listed with -29, 9, 4, 2.7, 3, -4, -4, -7, 6, -2
CC(C)Oc1ccc(C(=O)NC2CCS(=O)(=O)C2)cc1 (centres undefined) is listed with -6, -5, -1, 0.0, -13, 0, -9, 4, -1, 0
O=C(NC(=S)Nc1ccc(CN2CCOCC2)cc1)c1cccc(F)c1 is listed with -5, ., -2, 0.4, 1, 0, 17, -2, 13, -2
Cc1cc(NC(=O)CCC(=O)N(c2ccccc2)C(C(=O)NC2CCCC2)c2ccccc2F)no1 (centres undefined) is listed with -4, 2, 3, 0.2, -1, 8, -14, 4, 0, -3

(cont.)
#	Structure	SSB-PriA inh	Rv3671c protease	BoNT F protease	BoNT-A LC inh2	SARS 3CLpro inh	PrPC TRFRET	VHR inh abs	MazEF act	CCHFV vOTU inh	Anthrax LF prot
21	CCN(CC)c1ccc(C(=O)NNC(=O)C2CCN(c3ncnc4sc(C)c(C)c34)CC2)cc1	.	.	-6	-0.2	.	-2	.	-21	1	-2
22	CCOC(=O)CSc1nc2ccc(Nc3nc(N4CCOCC4)nc(N4CCOCC4)n3)cc2s1	-9	-7	-3	0.3	7	1	-5	-3	-7	-1
23	CCCCCCCCNS(=O)(=O)CCNCCc1ccccc1	-16	.	-13	-0.6	.	3	.	-1	17	-3
24	CCCCC(=O)NCCNc1nc2c(c(=O)n(C)c(=O)n2C)n1Cc1ccccc1	-8	-4	-21	-0.8	2	2	21	-6	-14	-1
25	CCCCn1nnnc1C(c1cccc(OC)c1OC)N1CCN(C/C=C/c2ccccc2)CC1 (centres undefined)	.	.	-5	-0.3	.	3	.	.	26	-5
26	O=C(O)c1[nH]c2ccccc2c1NS(=O)(=O)c1ccc(F)cc1	2	-3	.	.	3	-4	11	4	15	.
27	COc1cc(C(=O)Nc2nnc(C)s2)cc(OC)c1OC	-12	-5	-3	0.1	4	-5	5	-7	-1	-4
28	CCOC(=O)c1ccc(Nc2ccc([N+](=O)[O-])cn2)cc1	1	-1	-6	-0.9	4	8	-2	-2	-22	-4
29	O=C(COc1ccccc1)N=C1SC2CS(=O)(=O)CC2N1CCc1ccccc1 (centres undefined)	4	-2	4	1.1	0	-8	16	4	13	2
30	CC1=C(C)CC(C(=O)NCc2ccccn2)C(C(=O)O)C1 (centres undefined)	-3	-11	-7	-0.4	3	6	26	5	-4	-6
31	CC12CCC(C(=O)N(CCCN3CCN(Cc4ccccc4)CC3)C1=O)C2(C)C (centres undefined)	2	2	-7	0.0	4	-6	0	5	13	0
32	COc1ccccc1N1CCN(C(CNS(=O)(=O)c2cccs2)c2cccnc2)CC1 (centres undefined)	-16	7	-10	-0.7	-3	6	2	-7	-3	-8
33	CCN(CC1CCCO1)C(=O)c1cc(COc2cc(C)c(Cl)c(C)c2)on1 (centres undefined)	-20	.	-3	0.0	9	-2	31	-7	14	-1
34	O=C(Nc1cccc(F)c1)/C(=C/c1ccco1)NC(=O)c1ccco1	-19	-1	3	2.6	2	-1	24	-4	13	-3
35	C/C(Cc1ccccc1)=N\NC(=O)CNC(=O)c1ccc(Cl)cc1Cl	.	2	36*	5.8	-4	7	12	7	2	?
36	COc1ccc(C(=O)NCCCNC(=O)c2cc3ccccc3[nH]2)cc1OC	-6	-3	-8	1.3	-1	2	21	3	-7	13
37	Nc1nncn1C(=O)c1cccs1	-18	15	-9	-0.4	-4	8	8	8	8	-2
38	C=CCNc1oc(-c2ccc(-c3ccccc3)cc2)nc1C#N	37	5	1	-0.5	.	.	.	12	.	5
39	O=C(O)C[C@H]1c2cc(C(F)(F)F)ccc2S(=O)(=O)N1Cc1ccccc1	1	1	-1	-0.5	.	3	.	3	-4	4
40	Cc1ccc(CNC(=O)CN2CCC(C(N)=O)CC2)cc1	-2&-18	3	0	0.3	6	-2	15	-6	-7	2

Pulled one by one from the entries so far, two records:
#	Structure	SSB-PriA inh	Rv3671c protease	BoNT F protease	BoNT-A LC inh2	SARS 3CLpro inh	PrPC TRFRET	VHR inh abs	MazEF act	CCHFV vOTU inh	Anthrax LF prot
36	COc1ccc(C(=O)NCCCNC(=O)c2cc3ccccc3[nH]2)cc1OC	-6	-3	-8	1.3	-1	2	21	3	-7	13
33	CCN(CC1CCCO1)C(=O)c1cc(COc2cc(C)c(Cl)c(C)c2)on1 (centres undefined)	-20	.	-3	0.0	9	-2	31	-7	14	-1

Continued.
#	Structure	SSB-PriA inh	Rv3671c protease	BoNT F protease	BoNT-A LC inh2	SARS 3CLpro inh	PrPC TRFRET	VHR inh abs	MazEF act	CCHFV vOTU inh	Anthrax LF prot
41	COc1ccc(/C=N/Nc2ccc(C(F)(F)F)cc2[N+](=O)[O-])cc1O	.	1	-6	0.3	1	2	2	12	10	0
42	COC(=O)C1=C(C)N(C)C(=S)NC1c1c(OC)ccc2ccccc12 (centres undefined)	8	6	-3	-1.2	3	-1	1	5	1	-6
43	CCN1/C(=C/c2cccc[n+]2C)Sc2ccc(OC)cc21	3	0	-16	1.6	-2	-5	7	-29	3	-5
44	O=C(CSc1nnc(NC(=O)c2ccco2)s1)Nc1ccc(F)cc1	-7	2	-18	-3.9	-1	4	-14	2	-5	-1
45	O=C(N/N=C/c1cccc2ccccc12)c1ccc(CN2CCOCC2)cc1	.	-4	-9	1.8	-2	-5	13	5	-1	-2
46	Cc1ccc(S(=O)(=O)NC[C@H]2O[C@@H](n3ccc(N)nc3=O)[C@H](O)[C@@H]2O)s1	.	.	1	-0.2	.	3	.	1	-2	-2
47	O=C(NCc1ccco1)C1CCN(C(=O)Cc2ccccc2)CC1	-5	0	-9	-0.2	1	4	6	3	-21	-4
48	CC(C)(C)c1ccc(C(=O)NNC(=S)NC(=O)c2cccnc2)cc1	4	4	-1	-2.5	6	2	7	5	3	-2
49	Nc1nnc(Cc2ccc(Cl)cc2Cl)s1	-9	-3	6	0.4	-2	0	1	6	1	-5
50	COc1cc2c(cc1OC)CN(c1ccc([N+](=O)[O-])cc1Cl)CC2	8	-9	-8	2.4	5	-20	1	2	9	-1
51	O=C(CCC1CCCC1)N1CCN(C(=O)C2CC2)CC1	2	-2	7	0.2	-7	-2	-9	-2	4	-2
52	CC(C)(C)NC(=S)Nc1ccc(Br)cc1	-13	-3	2	-0.6	4	11	-3	10	-4	-1
53	O=C1[C@H]2CCCC[C@H]2C(=O)N1CCCCN1CCN(c2nsc3ccccc23)CC1	-2	-3	-5	-0.1	.	-9	.	-2	0	-8
54	CCOc1ccc(-c2c(C(=O)N/N=C/c3ccncc3)nnn2-c2nonc2N)cc1	.	-22	0	-1.8	7	0	14	5	-3	0
55	COC(=O)CNC(=O)C(C)NC(=O)CNC(=O)OCc1ccccc1 (centres undefined)	-7	2	-3	-0.4	2	-1	23	6	10	-1
56	CN(C)C(=O)c1ccc(NC(=O)COC(=O)c2cc3c(s2)CCCCC3)cc1	12	-4	-6	-0.2	.	3	.	5	3	6
57	O=C(c1ccccc1)N1CCN(Cc2cccc(Oc3ccccc3)c2)CC1	-11	-1	38*	3.5	1	-1	-5	-2	-14	0
58	COc1ccc(CCNC(=O)CCCn2ncn3c(cc4occc43)c2=O)c(OC)c1	-4	-3	23	5.3	-5	9	-15	4	-7	10
59	Cn1cnnc1SCCC(=O)Nc1ccc(Cl)cc1	-3	3	-8	-0.5	3	5	22	0	0	-3
60	COc1ccc(CNC(=O)C(C)N2C(=O)COc3ccc(C)cc32)c(OC)c1 (centres undefined)	-4	1	4	0.0	-5	11	16	-4	-1	1
61	CC(C)C(NC(=O)c1ccc(Cl)cc1)C(=O)O (centres undefined)	0	1	0	-0.7	-2	-2	8	8	5	-16

Bioassay records: PubChem, several laboratories
